# Assay outcomes deposited in PubChem BioAssay by National Center for Advancing Translational Sciences (NCATS).
# ALDH1A1 inh = ALDH1A1 (human) enzyme inhibition | P00352 | Purified ALDH1A1, NADH fluorescence, propionaldehyde substrate | Potency, µM (doses to about 75.3 µM), for inactives: at the highest dose activity, negative = inhibition, most hits filed as inhibitors | 220,000 compounds, 7.3% hits; active means well fitted inhibition curve with a large enough effect, not every such curve was filed as active; inconclusive means small, poorly fitted or top-dose-only effect, or another doubt; inactive means no such curve, though single readings can be large or run the other way;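 further: plate controls were no enzyme wells and a reference inhibitor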
# Target sequence (P00352 whole entry, looked up): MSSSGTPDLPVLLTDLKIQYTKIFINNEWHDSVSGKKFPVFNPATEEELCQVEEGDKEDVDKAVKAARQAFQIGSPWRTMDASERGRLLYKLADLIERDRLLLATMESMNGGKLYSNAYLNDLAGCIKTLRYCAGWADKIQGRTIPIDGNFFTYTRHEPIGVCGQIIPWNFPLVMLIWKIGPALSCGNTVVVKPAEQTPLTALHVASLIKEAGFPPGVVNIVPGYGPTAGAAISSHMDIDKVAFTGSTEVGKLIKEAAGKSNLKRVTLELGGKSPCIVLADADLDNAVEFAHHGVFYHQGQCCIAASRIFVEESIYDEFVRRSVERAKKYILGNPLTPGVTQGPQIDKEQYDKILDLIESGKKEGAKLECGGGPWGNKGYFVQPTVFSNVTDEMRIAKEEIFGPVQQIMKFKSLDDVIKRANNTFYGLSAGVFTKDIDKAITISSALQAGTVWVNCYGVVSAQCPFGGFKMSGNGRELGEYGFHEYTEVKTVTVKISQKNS
# TRb-SRC2 inh = disrupts binding of human TR beta to SRC2 | P10828 | TRbeta-SRC2 peptide binding, fluorescence polarization; receptor liganded with 1 µM T3 | Potency, µM (series often up to 106 µM), without a hit: at the highest dose activity change, negative = inhibition, actives largely listed as inhibitors | 280,000 compounds, 0.065% hits;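 further: plate controls were bound peptide for no effect and peptide without receptor for full effect; nearly all actives have a fitted effect of over 50% in size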
#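 Polarization signal, normalized between peptide-alone and full complex controls, measured compound effects on T3-liganded human TRb LBD (0.6 uM) binding 20 nM Texas Red SRC2 peptide after 5 hr.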
# Tau fluor counter = counter-screen for tau fibril formation inhibitors. tau K18 P301L Alexa594 fluorescence, heparin fibrillization. 280,000 compounds, 0.93% hits. Potency, µM (top dose mostly 57.7 µM), inactives show at the highest dose activity change, negative = decrease; further: nearly all actives have a fitted effect of over 55% in size
#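 Human tau K18 P301L (15 uM unlabeled, 0.24 uM Alexa 594-labeled) in 100 mM sodium acetate pH 7 with 20 uM heparin, 6 hr at 37 C. ThT 30 uM added, 1 hr ambient; Alexa 594 FP and total fluorescence read at 555/632 nm.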
# L3MBTL1 block = L3MBTL1 (human) inhibition. Q9Y468. AlphaScreen L3MBTL1–H3K9me1 peptide binding. Potency, µM (titrated, usually from 57.1 µM), without a hit: at the top dose activity, negative = inhibition, hits mostly inhibitors. 230,000 compounds, 0.66% hits. AID 485360; further: nearly all actives have a fitted effect of over 60% in size
#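 Read-out is AlphaScreen signal from streptavidin donor and nickel chelate acceptor beads (10 ug/mL final each) bridging L3MBTL1 (50 nM) and biotinylated K9-monomethylated H3(1-15) peptide (75 nM), after 30 min compound exposure at room temperature.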
# Tau fibril FP = inhibitors of human tau fibril formation; K18 P301L tau heparin fibrillization, Alexa594 FP, 6 h; 280,000 compounds, 0.39% hits; AID 1468; Potency, µM (series often up to 57.7 µM), for the others: top-dose activity, negative = inhibition, hits mostly inhibitors; further: nearly all actives have a fitted effect of over 55% in size
# Target sequence (P10636 561-689 P618L limits assumed): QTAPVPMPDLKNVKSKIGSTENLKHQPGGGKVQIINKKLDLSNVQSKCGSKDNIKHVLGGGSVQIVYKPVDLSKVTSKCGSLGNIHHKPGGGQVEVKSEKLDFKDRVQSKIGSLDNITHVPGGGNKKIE
#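 K18 P301L tau (15 uM unlabeled/0.24 uM Alexa 594-labeled, final) + compound + heparin 20 uM final; 100 mM NaOAc pH 7; 6 hr 37 C; ThT 30 uM final added, 1 hr RT; FP ex 555/em 632 nm.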
# GLA spleen mod = alpha-galactosidase A (human) modulation. AID 2107. P06280. human spleen homogenate, 4MU-alpha-Gal fluorescence, 40 min. Potency, µM (doses to about 80 µM), for the others: at the top dose activity change, negative = inhibition, usual class: inhibitors. 240,000 compounds, 0.008% hits;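 further: 0% = enzyme with vehicle and -100% = no enzyme basal signal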
# Target sequence (P06280 32-429 limits assumed): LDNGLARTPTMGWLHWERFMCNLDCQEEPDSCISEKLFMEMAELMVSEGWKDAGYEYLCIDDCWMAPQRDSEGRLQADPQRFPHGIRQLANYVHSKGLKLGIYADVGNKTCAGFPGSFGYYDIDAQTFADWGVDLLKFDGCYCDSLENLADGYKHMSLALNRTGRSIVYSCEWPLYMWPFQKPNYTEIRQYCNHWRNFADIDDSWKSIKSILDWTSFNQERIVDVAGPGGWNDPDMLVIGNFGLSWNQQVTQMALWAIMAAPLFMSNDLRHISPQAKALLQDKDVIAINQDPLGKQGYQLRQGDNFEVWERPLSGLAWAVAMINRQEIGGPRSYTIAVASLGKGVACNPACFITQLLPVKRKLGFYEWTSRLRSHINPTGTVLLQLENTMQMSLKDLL
#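 Inhibition or activation of alpha-galactosidase in human spleen homogenate is scored by 4-MU fluorescence after 40 min at 37C, pH 5.0, with 1 mM substrate. AC50s come from concentration-response fitted to the Hill equation.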
# Tau ThT inhib = blocks human tau fibril formation measured by thioflavin T; Potency, µM (highest dose often 57.4 µM), for the others: top-dose activity, negative = inhibition, most hits filed as inhibitors; recombinant tau K18 P301L (four-repeat tau fragment), heparin-induced fibrillization, ThT fluorescence; P10636; 270,000 compounds, 2.1% hits; further: nearly all actives have a fitted effect of over 55% in size
#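 Heparin-induced fibrillization of the P301L-mutant K18 repeat-domain fragment of human tau was followed by ThT binding in quantitative high-throughput format.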
# TR SRC2 fluor cs = alters Texas Red total fluorescence, flagging assay interference | TRb/SRC2 Texas Red total fluorescence interference | Potency, µM (highest dose often 106 µM), without a hit: top-dose fluorescence change, negative = quenching | 280,000 compounds, 0.29% hits; active means well fitted curve in either direction with a large enough effect; inconclusive means small, poorly fitted or top-dose-only effect
#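 Flags fluorescent or light-absorbing compounds by total fluorescence, S + 2P, at 555 nm excitation and 632 nm emission. Mixture: 20 nM Texas Red SRC2 peptide, 0.6 uM human TRb LBD, 1 uM T3, 5% DMSO; compound exposure 5 h at ambient temperature.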
# * hit, by the source's call; ? = inconclusive; / = not tested or not shown; & = joins results of further samples; [ ] = dose if it differs, or a comment. Unless noted, the call rests on the fitted dose curve; in most records, active means well fitted curve in the direction sought with a large enough effect; inconclusive means small, poorly fitted or top-dose-only effect, or another doubt; inactive means no such curve, though single readings can be large; an effect the other way counts as inactive or inconclusive. Unless noted, on the % scale 0 is the no-effect control and ±100 the full control effect; potency means the concentration at half of the fitted maximal effect. Compounds were not picked by outcome. Share with any hit: about 8.5%.
SMILES,ALDH1A1 inh,TRb-SRC2 inh,Tau fluor counter,L3MBTL1 block,Tau fibril FP,GLA spleen mod,Tau ThT inhib,TR SRC2 fluor cs
CCC(C)C(NC(=O)C1CCC(C)CC1)C(=O)NC(CCSC)C(=O)OC (stereo unspecified),6.6%,-6.0%,-0.7%,/,3.9%,4.7%,3.1%,-1.1%
CCCc1cc(N2CCCC(C(=O)Nc3ccc(OC)cc3OC)C2)n2ncnc2n1 (stereo unspecified),?,-1.6%,-9.5%,-8.2%,-2.7%,4.4%,0.0%,-2.1%
O=C(NCCCn1ccnc1)c1ccc(S(=O)(=O)N2CCOCC2)cc1,6.1%,-10.2%,-1.7%,-2.0%,-0.9%,-13.6%,-0.9%,-1.0%
CN(C)CCN(Cc1cc2cc3c(cc2[nH]c1=O)OCO3)C(=S)NCc1ccco1,?,4.3%,-11.0%,3.2%,-7.2%,4.0%,-11.0%,-5.7%
COc1ccc(S(=O)(=O)NCc2cn3c(C)csc3n2)cc1F,?,-6.7%,4.3%,5.2%,6.6%,14.0%,-7.3%,-3.9%
Cc1cc(=O)oc2cc(OCC(=O)OCC(=O)Nc3ccc(C(N)=O)cc3)ccc12,/,3.2%,4.3%,/,-3.5%,4.8%,/,-2.1%
COc1ccccc1N1CCN(C(=O)CSc2nc(C)c(C)c(=O)[nH]2)CC1,?,3.4%,-3.6%,/,-2.3%,0.7%,-6.2%,-0.7%
CC(C)Cc1ccc(C(C)C(=O)OCC(=O)c2c[nH]c3ccccc23)cc1 (stereo unspecified),0.2%,0.2%,?,/,22.4µM*,2.4%,-14.3%,1.9%
Clc1ccc(-n2ncc3c(NCC4CCCO4)ncnc32)cc1 (stereo unspecified),-9.1%,5.2%,-18.2%,-0.7%,-0.2%,-3.5%,-12.4%,-0.9%
O=C(CCc1ccc(O)c(O)c1)NNC(=S)NCCc1ccccc1,-4.8%,-4.4%[53 µM],-9.0%,-13.4%,0.5%,-2.6%,?,-0.9%[53 µM]
Cc1cccc(Nc2ccncc2S(=O)(=O)NC(=O)NC(C)C)c1,-1.9%,-3.9%,-3.7%&-4.2%,/,6.4%&6.4%,3.6%,-7.1%&-4.8%,-0.1%
CCC(C)NS(=O)(=O)c1ccc(S(=O)(=O)N(CC(=O)Nc2ccccc2)Cc2ccco2)cc1 (stereo unspecified),25.1µM*,0.3%,-20.6%,/,-4.3%,-9.9%,-7.0%,-3.3%
COc1cccc(C(=O)N2N=C(c3ccccn3)CC2(O)C(F)(F)F)c1 (stereo unspecified),-1.1%,-1.8%,2.2%,10.4%,0.1%,-1.1%,-3.7%,-1.8%
CC(=O)NS(=O)(=O)c1ccc(N=NN2CCCCC2)cc1,2.4%,3.9%,5.8%,13.3%,4.0%,2.8%,0.3%,2.9%
Cc1cccc(N2C(=O)CN(Cc3sccc3C)C2=S)c1,-0.8%,6.9%,8.0%,9.3%,3.3%,3.5%,5.3%,-1.6%
Cc1nc2ccc(NC(=O)N3CCCCC3)cc2nc1C,?,1.1%,-4.6%,8.0%,-3.7%,?,-15.9%,-1.9%
Cc1sc2nc(CC(=O)N3CCCC3)[nH]c(=O)c2c1C,?,-3.6%,3.8%,1.2%,-2.1%,5.7%,0.1%,4.9%
O=c1cc(CNc2cc(Cl)ccc2Cl)nc2sccn12,4.6%,-2.9%,-27.5%,36.9%[activator],-12.4%,-1.7%,-8.4%,-4.8%
COc1ccc(CN2C(=O)CC(C(=O)NCCc3ccc(S(N)(=O)=O)cc3)SC2=Nc2ccccc2)cc1 (stereo unspecified),2.4%,5.4%,-21.4%,-2.2%,-15.2%,6.0%,0.7%,0.2%
O=c1c2c(nc3cc(-c4cccc(Cl)c4)[nH]n13)CCC2,-8.1%,-3.2%,-15.9%,2.0%,-4.9%,-6.8%,?,-1.1%
CCN(CC)c1nc2ccccc2nc1C(=O)Nc1cc(OC)c(OC)c(OC)c1,/,-19.1%,-1.0%,/,3.6%,/,-1.7%,?
O=C(COC(=O)CCCNC(=O)c1ccc(Cl)cc1)Nc1cc(Cl)c(Cl)cc1Cl,17.4%,2.0%,-29.9%,10.7%,?,3.0%,-5.1%,2.9%
CCOC(=O)C1=C(C)Nc2ncnn2C1c1cccs1 (stereo unspecified),2.2%,3.0%,1.3%,-2.7%,3.3%,-11.3%,3.2%,0.0%
COn1c(C)c(C(C)=O)c2c3nonc3ccc21,?,-2.1%,-14.8%,3.7%,?,8.5%,14.1µM*,-0.7%
CCC(C)(C)C(=O)Nc1cccc(Cl)c1C,15.6%,-1.4%,0.8%,0.3%,-0.7%,-0.1%,-0.2%,-0.1%

# Next section, starting with the last 5 of the part before.
SMILES,ALDH1A1 inh,TRb-SRC2 inh,Tau fluor counter,L3MBTL1 block,Tau fibril FP,GLA spleen mod,Tau ThT inhib,TR SRC2 fluor cs
CCN(CC)c1nc2ccccc2nc1C(=O)Nc1cc(OC)c(OC)c(OC)c1,/,-19.1%,-1.0%,/,3.6%,/,-1.7%,?
O=C(COC(=O)CCCNC(=O)c1ccc(Cl)cc1)Nc1cc(Cl)c(Cl)cc1Cl,17.4%,2.0%,-29.9%,10.7%,?,3.0%,-5.1%,2.9%
CCOC(=O)C1=C(C)Nc2ncnn2C1c1cccs1 (stereo unspecified),2.2%,3.0%,1.3%,-2.7%,3.3%,-11.3%,3.2%,0.0%
COn1c(C)c(C(C)=O)c2c3nonc3ccc21,?,-2.1%,-14.8%,3.7%,?,8.5%,14.1µM*,-0.7%
CCC(C)(C)C(=O)Nc1cccc(Cl)c1C,15.6%,-1.4%,0.8%,0.3%,-0.7%,-0.1%,-0.2%,-0.1%
COc1ccc(C(=O)Nc2nc3ccccc3[nH]2)cc1S(=O)(=O)N1CCOCC1,10.3%,0.9%,-4.5%,-2.4%,-6.7%,-11.4%,-1.7%,-4.7%
COC(=O)c1ccccc1NC(=O)c1ccc2nc(CCc3ccccc3)oc2c1,/,2.0%,-22.2%,/,?,/,-20.8%,-0.6%
O=C(NCCc1ccccc1)c1ccc(CSc2nc3cccnc3n2Cc2ccccc2)cc1,/,10.5%,-20.8%,/,-1.8%,/,1.6%,-10.4%
COc1ccccc1N1CCN(CC(=O)c2c(C)[nH]c3ccccc23)CC1,-4.8%,6.8%,-16.8%,-6.6%,1.2%,-12.1%,-16.2%,0.7%
CCCOC(=O)NC1C(NC(=O)OCCC)N(C)C(=O)N1C (stereo unspecified),6.5%,-13.6%,-9.3%,7.0%,-4.2%,?,16.4%,-0.9%
CCOc1cc(/C=C2/COc3ccccc3C2=O)ccc1OCC(=O)N(C)C,-16.0%,-6.2%,5.4%,/,8.4%,2.8%,?,0.6%
O=C1CC(N2CCOCC2)C(=O)N1CCc1ccccc1 (stereo unspecified),-4.4%,3.6%,1.0%,-4.6%,-1.7%,1.8%,-1.9%,-2.7%
O=C(CSc1ccc(-c2cccs2)nn1)NCc1ccccc1Cl,0.3%,4.5%,-6.4%,-1.5%,-2.5%,5.9%,-1.7%,-7.1%
Cc1ccc(NC(=O)COC(=O)Cc2ccsc2)cc1S(=O)(=O)N1CCOCC1,-2.7%,0.2%,-3.8%,12.4%,-0.9%,-2.2%,3.5%,-1.8%
C/C(=N\O)c1ccc(N2C(=O)C3CC=C(Cl)CC3C2=O)cc1 (stereo unspecified),6.9%,-1.7%,-3.7%,-1.0%,5.3%,7.0%,?,-3.1%
CCOC(=O)c1nn(-c2ccc(Br)cc2)cc1C(=O)c1cccc2ccccc12,4.8%,-6.5%,-15.1%,-1.2%,-2.9%,6.3%,-11.4%,-5.6%
CCc1ccc(-n2c(Cn3nc(C(F)(F)F)cc3C)n[nH]c2=S)cc1,?,-12.1%,-9.6%,1.6%,5.6%,4.8%,-0.5%,1.4%
COc1cccc(NC(=O)CCC(=O)NCc2ccco2)c1,-0.5%,1.3%,-7.1%,/,-7.5%,3.2%,-11.4%,-0.7%
CC(C)N(Cc1ccccc1)C(=O)Cn1ncc2c([nH]c3ccccc32)c1=O,/,2.4%,-11.8%,/,-1.6%,/,-5.8%,5.3%
CCCC(=O)Oc1ccccc1C1SCc2cc(C)c(C)cc2CS1,9.0%,3.0%,-13.3%,10.5%,-4.8%,3.8%,-12.6%,-2.1%
COc1ccc(C)cc1NC(=O)C(Sc1ccccc1)c1ccccc1 (stereo unspecified),1.4%,-6.9%,?,9.2%,-1.0%,1.8%,-12.2%,-6.1%
COc1ccc(OC)c(NC(=O)CNC(=O)Cn2ccc3ccccc3c2=O)c1,10.4%,6.3%,-1.5%,0.7%,3.1%,8.3%,7.4%,-2.1%
COc1ccc(/C(N)=N/OC(=O)Cc2ccc(OC)c(OC)c2)cc1,7.94µM*,-12.0%,-16.1%,29.6%,-6.6%,?,?,-10.4%
COc1ccc(NC(=O)CN(C)CC(=O)Nc2ccccc2SC)cc1,-14.3%,0.1%,-10.5%,11.4%,1.5%,-20.5%,-12.2%,1.3%
Cc1nc2ccccc2c(=O)n1/N=C/c1ccco1,5.1%,0.7%,16.9%,0.9%,1.5%,0.7%,7.1%,-4.5%
O=C(CSCc1ccc(F)cc1)NC1CCCC1,-5.2%,-3.0%,-0.5%,11.9%,-1.4%,-1.9%,-6.9%,0.1%
Cc1ccc(Cl)cc1N1CCN(S(=O)(=O)c2ccc3c(c2)CC(C)N3C(=O)C2CCC2)CC1 (stereo unspecified),/,-13.1%,7.0%,/,-9.5%,/,8.1%,15.8µM*[quencher]
O=C(Nc1ccccc1)C1CCCN(S(=O)(=O)c2ccc(-n3cnnn3)cc2)C1 (stereo unspecified),?,-4.8%,-7.1%,/,-0.6%,-3.6%,-5.0%,-7.2%
Cc1cccc(CCNC(=O)CN(C)S(=O)(=O)c2ccc3c(c2)c(=O)n(C)c(=O)n3C)c1,-8.4%,2.5%,-5.8%,/,-2.9%,-4.7%,-3.4%,0.8%
COc1ccc(NC(=O)CSc2nc3c(cc2C#N)CN(C)CC3)cc1,?,-2.0%,-21.2%,/,-1.7%,-2.7%,?,-0.6%
Cc1nc(-c2ccccc2)sc1C(=O)CSc1ccc(Cl)cc1,2.1%,-9.8%,-22.0%,39.0%[activator],-10.5%,2.8%,?,-1.4%
